F508del corr: F508del CFTR correction, initial screen, CFBE line, single point | CFBE cells, YFP halide quenching; stimulated with forskolin plus potentiator P3; % fluorescence drop versus neutral controls | activity (quench increase), % at 7.58 µM | 0.36% of 350,000 active | AID 720511, 2013;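 active means mean added fluorescence quench of at least 8% versus neutral control, with both replicates also reaching 8%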;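 further: cells transiently co-express mutant CFTR-F508del with the halide-sensitive YFP; corrector assay measuring rescue of mutant channel to the surface after 24 h compound exposure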
ERAP1 HTS inh: human ERAP1 aminopeptidase inhibitors, primary screen, biochemical, single point, plate reader; Endoplasmic reticulum aminopeptidase 1 (Homo sapiens), Q9NZ08; AID 652197, 2013; inhibition, % at 10.7 µM; 0.15% of 340,000 active; recombinant ERAP1, Leu-AMC fluorescence, 60 min;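 active means mean replicate inhibition of at least 30%, or all replicates individually reaching that 30% level; inactive means mean below 30% and not every replicate reaching it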;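 further: 0% = neutral control wells and 100% = L-leucinethiol positive control wells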
RAD52 inh: RAD52 DNA annealing inhibitors, primary screen, biochemical, FRET, single point, set 2; recombinant RAD52 DNA annealing, FRET fluorescence; inhibition, % at 18.7 µM; AID 651710, 2012; 0.46% of 360,000 active;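 active means every replicate showing at least 50% inhibition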
Target sequence (P43351 whole entry, looked up): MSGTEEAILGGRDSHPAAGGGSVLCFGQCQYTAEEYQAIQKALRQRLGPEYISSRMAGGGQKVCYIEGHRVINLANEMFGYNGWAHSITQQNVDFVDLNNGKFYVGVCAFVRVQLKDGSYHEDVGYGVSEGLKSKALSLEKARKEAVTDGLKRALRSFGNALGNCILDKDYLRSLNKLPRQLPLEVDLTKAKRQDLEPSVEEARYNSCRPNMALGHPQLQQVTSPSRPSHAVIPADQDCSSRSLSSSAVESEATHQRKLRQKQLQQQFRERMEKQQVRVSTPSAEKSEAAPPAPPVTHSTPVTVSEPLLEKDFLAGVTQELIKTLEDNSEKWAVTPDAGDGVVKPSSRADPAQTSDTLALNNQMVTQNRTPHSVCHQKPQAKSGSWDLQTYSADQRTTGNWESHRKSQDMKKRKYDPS
XiGFP reactiv: activators of inactive X chromosome reactivation, primary screen, imaging, XiGFP fibroblasts, GFP high-content imaging, set 2; activation, % at 7.58 µM; XiGFP mouse fibroblasts, % GFP-positive cells imaging, 3 d; cells co-treated with 5-aza-dC sensitizer; scaled so ellipticine positive control = 100%; 0.055% of 360,000 active; AID 743238, 2013;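 active means mean normalized replicate activation at least 10% and every replicate at or above 10%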;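 further: 0% = median of on-plate neutral control wells and 100% = ellipticine 6 µM median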
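System: XiGFP fibroblasts, SV40-immortalized. Medium: DMEM plus 5-aza-dC sensitizer. Doses: single point. Timing: 3 d treatment, 15 min room-temperature fixation. Control set: ellipticine 6 µM.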
RAD54 branch: inhibitors of human RAD54 branch migration, primary screen, biochemical, fluorescence, single point. DNA repair and recombination protein RAD54-like (Homo sapiens), Q92698. inhibition, % at 10.4 µM. 0.14% of 360,000 active. RAD54 Holliday junction branch migration, FAM/BHQ fluorescence;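 active means mean normalized replicate activity at least 40 and at least half of replicates scoring 40 or more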;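 further: 0% = median of neutral control wells and 100% = median of positive control wells; inhibitors cause a drop in the FAM fluorescence signal; in these data hits start at about 50%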
ARNT-TACC3 inh: disruptors of ARNT/TACC3 protein interaction, primary screen, biochemical, AlphaScreen, single concentration; AlphaScreen His-ARNT PAS-B/GST-TACC3 binding, luminescence; TACC3 fragment carries E629A point mutation; inhibition, % at 9.99 µM; Transforming acidic coiled-coil-containing protein 3 (Homo sapiens), Q9Y6A5; 0.66% of 390,000 active;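 active means mean inhibition of replicates at least 50% and at least half of replicates each reaching 50%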;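 further: 0% = complete ARNT plus TACC3 wells and 100% = ARNT alone without TACC3; many hits fall short of the cut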
esBAF inh: Bmi1 luciferase reporter increase in mESCs, primary screen, esBAF inhibitor project, mouse ES cells, Bmi1 luciferase knock-in, single point. 24 h; 100% = twice the neutral-well signal. reporter increase, % at 12.5 µM. 2% of 350,000 active. AID 602393, 2012; in the data active means activation above about 40%;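 further: 0% = median of the plate's neutral control wells and 100% = double that signal; a rise in the Bmi1 reporter signal indicates esBAF inhibition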
GSIS activator: GLuc luminescence reporter in INS-1E cells, primary screen for activators of glucose-dependent secretion of insulin; INS-1E GLuc reporter insulin secretion, 2-3 h; activation, % at 16.6 µM; 0.61% of 370,000 active;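 active means lowest replicate activation of at least 40%, so every replicate reaches that level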;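 further: 0% = median of neutral control wells and 100% = median of IBMX positive control wells; some compounds called inactive have numbers as strong as hits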
Active calls of the source: *; · = no result given; & = joins results of further samples.

Fields: XiGFP reactiv	ERAP1 HTS inh	ARNT-TACC3 inh	RAD52 inh	GSIS activator	F508del corr	RAD54 branch	esBAF inh
O=C(CN1CCCC1)Nc1ccc(OCc2ccccc2)cc1
    0.1	2	8	-4	-22	-1.7	·	·
O=C(O)c1ccccc1C(=O)Nc1ccc(Oc2cccc(C(F)(F)F)c2)nc1
    -0.1	7	-6	-25	2	0.2	1	·
OC(CNC1Cc2ccccc2C1)COc1ccc(F)cc1 (stereo unspecified)
    0.2	0	-14	-19	-13	-3.4	-4	·
NC1=NC(c2ccccc2)=NC1(NC(=O)c1ccccc1)C(Cl)Cl (stereo unspecified)
    0.0	0	-1	-3	17	1.7	7	-6
CS(=O)(=O)N(CC(=O)Nc1ccc2c(c1)OCO2)c1ccccc1
    ·	2	-1	-10	-8	·	2	2
COc1ccc(Cc2nc3ccc(C(=O)NCc4ncc(C)[nH]4)cc3o2)cc1OC
    0.2	-2	7	-3	30	2.0	-4	0
COc1cc(CN2CC(=O)N(c3cc(Cl)ccc3C)C2=S)cc(OC)c1OC
    0.0	-2	-5	-22	-37	-0.7	2	7
Cc1ccccc1/C=N/N1C(=O)CSC1=S
    0.3	-19	39*	-23	26	3.4	4	7
CSc1nc(C(=O)N2CCCC(N3CCN(c4ccccc4C)CC3)C2)cs1 (stereo unspecified)
    0.3	2	8	-9	2	-1.7	-2	1
O=C(OCc1nnc(-c2ccccc2)o1)c1cc(=O)[nH]c2ccccc12
    0.2	-5	-2	-4	4	-2.1	0	-2

Overlap with the part before: three entries; new compounds follow.
Fields: XiGFP reactiv	ERAP1 HTS inh	ARNT-TACC3 inh	RAD52 inh	GSIS activator	F508del corr	RAD54 branch	esBAF inh
Cc1ccccc1/C=N/N1C(=O)CSC1=S
    0.3	-19	39*	-23	26	3.4	4	7
CSc1nc(C(=O)N2CCCC(N3CCN(c4ccccc4C)CC3)C2)cs1 (stereo unspecified)
    0.3	2	8	-9	2	-1.7	-2	1
O=C(OCc1nnc(-c2ccccc2)o1)c1cc(=O)[nH]c2ccccc12
    0.2	-5	-2	-4	4	-2.1	0	-2
Cc1ccccc1C(=O)Nc1nnc(-c2ccco2)s1
    0.0	-2	-6	-27	-5	2.2	-7	-66
Cc1cc(Cl)c(O)c(-n2nc3ccccc3n2)c1
    0.0	·	-8	-11	-6	-0.7	·	61*
Cc1ccccc1CC1(CO)CCCN(Cc2ccc3c(c2)OCCO3)C1 (stereo unspecified)
    0.3	1	·	-22	1	-1.3	·	·
COCC#Cc1ccc2c(c1)O[C@@H](CN(C)S(=O)(=O)c1ccc(OC)cc1)[C@H](C)CN([C@H](C)CO)S2(=O)=O
    -0.1	5	11	-6	-34	1.9	1	12
CCNc1nc(Cl)nc(N(NC(C)=O)C(C)C)n1
    0.1	-2	-7	0	8	0.7	·	·
CN(C)CC1CCCCC1OC(=O)c1ccc(Cl)cc1 (stereo unspecified)
    0.0	6	-10	-4	15	·	·	·
CO[C@@H]1CN(C)C(=O)c2ccc(NC(=O)C3CCCC3)cc2OC[C@H](C)N(CCC(F)(F)F)C[C@@H]1C
    -0.4	2	1	15	·	0.8	-11	4
O=C(Nc1nnc(-c2ccco2)o1)c1ccc(N2C(=O)CCC2=O)cc1
    0.1	-1	58*	-15	-5	-2.6	·	-2
Cc1cc(C)cc(NC(=O)c2cnn(-c3ccccc3)c2C2CCNCC2)c1
    0.0	2	·	-3	-2	2.0	·	·
CN(C)C(=S)Oc1ccccc1C1(C)OCCO1
    0.2	-1	·	3	15	-1.0	-10	-7
Cc1cccc(CNC(=O)c2sc(=O)n(Cc3c(C)cccc3C)c2C)c1
    0.8	1	·	-8	-2	-0.3	-11	10
CCN(CC)CCNc1nc(-c2ccco2)c2c(c1C#N)CC(C)(C)OC2
    ·	-7	0	2	8	·	-2	3
CCCN(CC#CC(O)(c1ccccc1)c1cccnc1)CCC (stereo unspecified)
    0.0	-1	-6	4	6	-1.0	·	·
CN1C(=O)c2cc(NC(=O)c3ccc(F)cc3)ccc2OC[C@H]2O[C@@H](CC(=O)NCC3CC3)CC[C@@H]21
    0.1	6	10	-4	2	1.6	7	2
O=C(NNC(=O)c1ccccc1F)c1cccc(Cl)c1
    ·	·	1	·	1	·	-7	30
O=S(=O)(c1ccccc1F)N1CCc2ccccc2C1
    0.0	-2	-1	2	4	-3.4	4	-6
COc1ccc(C)cc1NC(=O)CCCN1C(=O)C2CC=CCC2C1=O (stereo unspecified)
    0.1	-2	·	-9	-1	3.9	-5	-2
CCn1c(O)c(/C=N/N=C2CCCCC2)c2cc(C3=NNC(=O)CC3)ccc21
    0.1	0	5	-42	-1	2.6	·	·
CCOCCCNCC(=O)N1CCN(S(=O)(=O)c2ccc(C)cc2)CC1
    ·	·	18	·	9	·	-3	9
O=C(C[C@H]1CC[C@H]2[C@@H](COC[C@H](O)CN2C(=O)c2cccnc2)O1)Nc1ccc(-c2ccccc2)cc1
    0.2	·	4	·	-15	-1.9	3	4
COc1ccc(/C=C/C(=O)Nc2ccccc2C(=O)NCC(c2ccc(OC)cc2)N(C)C)cc1 (stereo unspecified)
    0.1	-2	21	11	-7	0.8	-1	22
NS(=O)(=O)c1cccc(NC(=O)CNC(=O)CC23CC4CC(CC(C4)C2)C3)c1
    0.0	-4	19	2	16	7.0	-14	-7
COc1cc(CCC(=O)Nc2nnc(C)s2)cc(OC)c1OC
    0.1	-1	-17	-1	13	2.1	-16	-5
CCOC(=O)C1CCN(C(c2cccc(F)c2)c2sc3nc(C)nn3c2O)CC1 (stereo unspecified)
    0.0	0	-3	5	·	2.1	-11	4
Cc1nc2ccccc2n1C1CC(=O)N(N(C)C)C1=O (stereo unspecified)
    ·	4	-2	-8	24	-2.6	·	·
Cc1cc(C)n2nc(-c3ccc(F)cc3)cc2n1
    0.1	9	·	-11	0	-1.3	-5	54*
O=C(N[C@@H]1CC[C@H](CCNS(=O)(=O)c2ccccc2)O[C@H]1CO)c1cccc(F)c1
    0.1	-3	0	3	-9	-2.1	-4	2
C=CC[C@H](CC(=O)NCCO)C(=O)N[C@@H](C)COC(=O)[C@@H](CC=C)CC(=O)OC(C)(C)C
    0.5	-3	-6	-1	·	2.4	-3	4
CC(=O)N1CCOc2ccc(S(=O)(=O)N3CCC(C(=O)Nc4ccc(C)c(C)c4)CC3)cc21
    0.0	2	-21	-5	-13	-2.8	0	-3
COC(=O)c1cc(NC(=O)C(C)c2ccc(CC(C)C)cc2)ccc1O (stereo unspecified)
    0.0	1	·	-23	-17	-2.8	·	·
CCOc1ccc(Nc2nc(C)cc(C)c2C#N)cc1
    ·	·	-123	·	8	·	9	-5
Cc1ccc2cccc([N+](=O)[O-])c2n1
    0.1	-2	·	-7	·	-0.7	13	·
Cc1cccc(C)c1NC(=O)C1c2ccccc2OCC(=O)N1CCCN1CCOCC1 (stereo unspecified)
    -0.1	0	·	-27	47*	-0.5	·	·
COc1ccc(CCNC(=O)Cn2c(=O)c3cccn3c3cccnc32)c(OC)c1OC
    0.0	3	2	-44	36	1.4	-14	3
C[C@H](CO)N1C[C@H](C)[C@H](CN(C)Cc2cccc(C(=O)O)c2)Oc2ncc(/C=C/c3ccccc3)cc2C1=O
    -0.6	-1	-4	9	1	-0.9	5	-2
COc1ccccc1CC1(C)NC(=O)N(CC(=O)Nc2cc(C)on2)C1=O (stereo unspecified)
    ·	·	-6	·	-6	·	0	5
O=C(Nc1c(C(=O)N2CCC(N3CCCCC3)CC2)oc2ccccc12)c1ccc(F)cc1
    0.2	-2	4	-5	-25	0.1	-1	-3
O=S(=O)(c1cccc2cccnc12)N1CCN(c2ccccn2)CC1
    0.4	4	3	-13	9	-0.5	0	0
CC(=O)Nc1ccc(C=Cc2ccc([N+](=O)[O-])cc2)cc1
    0.0	0	·	-12	-6	-0.6	·	·
Cc1ccc(S(=O)(=O)N[C@H]2CC[C@H](CCNC(=O)C3CCOCC3)O[C@H]2CO)cc1
    0.0	3	-1	17	3	3.1	4	5
O=C(OCc1ccccc1)N1CCC2CC1c1ccc(-c3ccc4c(c3)OCO4)cc12 (stereo unspecified)
    0.1	·	·	-8	16	-2.6	12	-1
CC(OC(=O)c1nc(Cl)ccc1Cl)C(=O)NC1CCCCC1C (stereo unspecified)
    0.5	17	2	-4	·	-2.5	5	-9
CCCNC(=O)C[C@H]1CC[C@@H]2[C@H](COc3ccc(NC(=O)Cc4cccs4)cc3C(=O)N2C)O1
    0.6	·	12	·	-5	2.4	-1	1
COc1ccc(CNC(=O)COC(=O)c2ccco2)cc1
    0.4	-1	·	-21	-5	-1.3	·	·
COc1ccc(OC2CCN(S(=O)(=O)c3ccc(OC)c(OC)c3)CC2)cc1
    0.1	-1	21	-10	-16	-1.6	12	1
CC(C)(C)[S@@](=O)N1Cc2cc(C(=O)NCCN3CCCCC3)nc(-c3cccc(-c4cccc(C#N)c4)c3)c2[C@H]1CCO
    0.1	-3	10	43	-3	0.2	25	4
COc1ccc(CN2CCNC(=O)C2CC(=O)NCC(C)(C)N2CCOCC2)cc1C (stereo unspecified)
    0.1	-1	-4	-15	12	1.4	-32	2
O=C(Nc1ccccc1C(=O)O)c1ccc(N2C(=O)C3CC=CCC3C2=O)cc1 (stereo unspecified)
    0.0	5	0	-9	4	2.7	4	7
Cn1nc(C(C)(C)C)cc1C(=O)NCc1cc(F)cc2c1OCOC2
    0.2	·	-5	-27	0	-0.4	5	·
Cc1cccc(-c2ccc([C@H]3[C@H]4CN(S(=O)(=O)c5cccc(C)c5)CCCCN4[C@H]3CO)cc2)c1
    0.2	-3	14	-38	-5	-4.9	0	·

Next part.
Fields: XiGFP reactiv	ERAP1 HTS inh	ARNT-TACC3 inh	RAD52 inh	GSIS activator	F508del corr	RAD54 branch	esBAF inh
C=C(C)C1CC=C(C)/C(=N\NC(=O)CNc2ccccc2OC)C1 (stereo unspecified)
    0.3	2	9	-20	-13	0.2	·	·
O=S(=O)(Nc1cccc2cccnc12)c1ccc(S(=O)(=O)N2CCCC2)cc1
    ·	·	67*	·	28	·	3	-3
CCCc1c(C(=O)N/N=C/c2ccoc2)nnn1-c1nonc1N
    0.2	11	·	-17	-12	-1.2	9	-1
CCCC(O)C#Cc1cnc2c(c1)C(=O)N([C@H](C)CO)C[C@H](C)[C@H](CN(C)S(=O)(=O)c1cccs1)O2 (stereo partly specified)
    -0.7	-3&-2	-2&-1	-12&0	19	3.4&3.3	-8&0	5&2
COc1ccc(C)cc1NC(=O)C1CC(=O)OC12CCCCC2 (stereo unspecified)
    ·	3	-5	-1	11	·	8	-6
COc1ccc(Cc2c(-c3ccco3)nc3ccc(Br)cn23)c(C)c1
    0.0	·	·	-34	21	-1.7	-3	-3
COc1cc(CNC(=O)c2cc(-c3cc(Cl)ccc3OC)n[nH]2)cc(OC)c1
    0.2	0	·	-12	-20	0.2	0	-5
COc1cccc(NC(=O)N2CC(=O)N3[C@H](C2)[C@H](c2ccc(Br)cc2)[C@@H]3CO)c1
    0.2	1	·	-8	5	-2.7	·	·
O=C(c1ccccc1F)N1CC2(C1)[C@H](c1ccccc1)[C@H](CO)N2CC1CC1
    0.0	6	·	-4	10	0.2	·	·

Compound activity from PubChem.
